# HKDC1 inhibitor: blocks human hexokinase HKDC1 activity. 340,000 tested, 0.16% active. recombinant HKDC1, G6PDH/diaphorase resazurin coupled fluorescence. inhibition, % at 20 µM;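 active means inhibition above about 35% when tested at 20 µM, limit read from the data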;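 further: plate controls were DMSO wells with enzyme for no effect and DMSO wells lacking enzyme for full effect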
#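 test system = in-house recombinant HK5 (HKDC1) enzyme | amount = HKDC1 at 5 µg/mL | control set = DMSO-enzyme wells negative, buffer-substituted wells positive | compound = one dose of 20 µM, 1% DMSO | schedule = reaction time 90 min, room temperature, protected from light | technique = resorufin fluorescence at 613 nm | reagent = glucose with 1 mM ATP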
# PfG6PD inh: PfG6PD (Plasmodium falciparum) enzyme inhibition; AID 504690; inhibition, % at 20 µM; 350,000 tested, 0.78% active; PfGluPho enzyme, NADPH resazurin-diaphorase fluorescence;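 active means inhibition reaching at least a set limit at 20 µM in the primary screen, cut at about 59% in these data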;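 further: 0% = DMSO wells with substrate and 100% = DMSO wells lacking glucose-6-phosphate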
# UBC13 polyUb: human UBC13 polyubiquitination inhibition. P61088. UBC13 polyubiquitin chain formation, TR-FRET. inhibition, % at 20 µM. 330,000 tested, 0.47% active. AID 485273; in the data active means inhibition above about 45%, passing the limit was not always enough
# Target sequence (P61088 whole entry, looked up): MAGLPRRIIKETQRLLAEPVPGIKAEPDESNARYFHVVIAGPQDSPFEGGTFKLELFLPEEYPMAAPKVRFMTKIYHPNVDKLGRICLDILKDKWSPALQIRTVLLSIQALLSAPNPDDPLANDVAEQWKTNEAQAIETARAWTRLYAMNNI
# SENP8 block-1: inhibitors of human SENP8 protease | Q96LD8 | recombinant SENP8, Nedd8 substrate fluorescence | 360,000 tested, 0.64% active | AID 602440 | inhibition, % at 20 µM; in the data active means inhibition mostly above about 40%, no sharp cut-off; inactive means mostly below about 27%
# SENP1 inh: inhibitors of human SENP1 SUMO protease catalytic domain; 360,000 tested, 0.21% active; AID 624204; inhibition, % at 10 µM; Q9P0U3; recombinant SENP1 catalytic domain, CyPet-SUMO1-YPet FRET cleavage;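 active means inhibition at least 30% at 10 µM, raw YFP signal under a set limit, fluorescence ratio 0.5 to 1.5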;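 further: 0% = enzyme with DMSO and 100% = no enzyme wells; some results filed as inactive read as strong as hits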
#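 Material – human SENP1 catalytic domain · Input – SENP1 enzyme, 20 pM final · Compound dosing – single concentration of 10 µM compound, 0.5% DMSO final · Timing – enzyme reaction for 50 min at room temperature, dark · Measured by – FRET fluorescence in CFP and YFP emission channels · Control set – no-enzyme wells low, DMSO-plus-enzyme wells high control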
# SENP7 block: blocks the human protease SENP7; Q9BQF6; recombinant SENP7, Z-RLRGG-aminoluciferin luminescence, 40 min; inhibition, % at 5 µM; 330,000 tested, 1.5% active; AID 434973;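 active means inhibition above about 50% at the single test dose, limit read from the data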;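 further: plate controls were DMSO with enzyme for no effect and no enzyme buffer wells for full effect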
# Target sequence (Q9BQF6 706-1050 limits assumed): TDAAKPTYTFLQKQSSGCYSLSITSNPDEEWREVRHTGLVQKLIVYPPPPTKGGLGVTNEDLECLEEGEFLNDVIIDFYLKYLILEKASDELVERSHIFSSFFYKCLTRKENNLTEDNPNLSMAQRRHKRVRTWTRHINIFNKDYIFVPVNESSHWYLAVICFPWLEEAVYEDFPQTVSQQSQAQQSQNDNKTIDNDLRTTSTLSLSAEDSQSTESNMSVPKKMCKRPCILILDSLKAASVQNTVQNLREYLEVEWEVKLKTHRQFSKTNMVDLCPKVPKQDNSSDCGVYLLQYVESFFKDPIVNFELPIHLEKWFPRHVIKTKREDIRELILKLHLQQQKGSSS
# SENP6 inh: SENP6 protease inhibition. 330,000 tested, 1.8% active. inhibition, % at 10 µM. AID 2599. Recombinant SENP6 catalytic domain, aminoluciferin luminescence. Q9GZR1;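 active means inhibition above about 50% at the single tested dose, limit read from the data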;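 further: plate controls were DMSO wells with enzyme for no effect and DMSO wells lacking enzyme for full effect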
# Target sequence (Q9GZR1 628-1112 limits assumed): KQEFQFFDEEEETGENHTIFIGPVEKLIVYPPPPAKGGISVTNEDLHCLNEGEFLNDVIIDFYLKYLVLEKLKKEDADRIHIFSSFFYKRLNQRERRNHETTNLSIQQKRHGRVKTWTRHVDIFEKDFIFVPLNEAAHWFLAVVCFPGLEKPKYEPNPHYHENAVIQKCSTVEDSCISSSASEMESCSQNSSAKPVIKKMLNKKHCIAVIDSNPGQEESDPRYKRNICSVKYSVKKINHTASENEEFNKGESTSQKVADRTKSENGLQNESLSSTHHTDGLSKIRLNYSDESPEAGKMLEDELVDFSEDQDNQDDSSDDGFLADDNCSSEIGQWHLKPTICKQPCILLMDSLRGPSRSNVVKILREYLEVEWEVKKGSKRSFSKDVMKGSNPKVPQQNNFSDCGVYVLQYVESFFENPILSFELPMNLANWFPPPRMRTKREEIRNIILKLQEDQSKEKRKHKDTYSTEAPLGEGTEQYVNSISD
# SENP8 block-2: blocks the human protease SENP8. purified SENP8, Z-RLRGG-aminoluciferin cleavage, luminescence. inhibition, % at 10 µM. 330,000 tested, 1.2% active. AID 2540; in the data active means inhibition above about 50%
# MIN6 prolif: induces beta-cell replication in MIN6 cells. MIN6 cells proliferation, ATPlite luminescence, 48 h; cells starved in 0.2% serum; 100% = growth in 10% serum. AID 2380. 330,000 tested, 0.29% active. proliferation, % at 10 µM;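 active means compounds whose signal lies at least 3.5 SD above the mean of all wells on their plate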;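 further: 0% = DMSO-treated cells in low-serum medium and 100% = 10% serum control; some compounds called inactive have numbers as strong as hits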
# Active calls of the source: *; / = not tested or not shown.
SMILES,HKDC1 inhibitor,PfG6PD inh,UBC13 polyUb,SENP8 block-1,SENP1 inh,SENP7 block,SENP6 inh,SENP8 block-2,MIN6 prolif
O=C(NCc1ccc2c(c1)OCO2)C1CCCN(C(=O)c2ccc(Cl)cc2)C1 (stereo not drawn),-1,-4,9,8,1,-2,-5,-4,2
CC[C@]12c3[nH]c4cc(-c5ccco5)ccc4c3CCN1C(=O)[C@@H](CC(=O)NCc1ccco1)C[C@@H]2C(=O)N1CCN(C(=O)C2CC2)CC1,0,19,/,-338,-22,0,/,/,/
CCOC(=O)CNC(=O)N1CCCC(CNS(=O)(=O)c2cccs2)C1 (stereo not drawn),-8,-8,5,12,1,7,5,2,-2
CCN1C(=O)/C(=C\c2nc3ccccc3c(=O)n2-c2ccccc2)c2ccccc21,18,19,-9,25,-3,1,-14,-4,-6
Cc1cc(N=Cc2cc(Br)ccc2O)no1,-5,-5,10,0,-24,4,1,7,2
O=C(O)Cn1nnn(-c2ccccc2)c1=S,8,-30,0,25,-1,1,-4,6,6
CCN(CC)C(=O)[C@H]1C[C@H](CC(=O)NCC23CC4CC(CC(C4)C2)C3)C(=O)N2CCc3c([nH]c4cc(-c5ccco5)ccc34)[C@]12C,6,22,/,-368,-7,-12,/,/,/
O=C(CSc1nc2ccccc2o1)Nc1nncs1,0,-7,-6,16,-2,0,-3,5,2
Cc1c(CCC(=O)NC2CC2)c(=O)oc2c(C)c(O)ccc12,-4,22,35,-214,-19,-13,4,-14,3
[N-]=[N+]=N[C@@H](CCN1CC[C@H](NC(=O)OCc2ccccc2)CCC1=O)c1ccccc1,-5,-5,1,23,1,-12,-12,-14,2
O=S(=O)(NCCSc1ccccc1)c1cccs1,3,2,-4,18,0,3,-5,5,-1
Cc1ccccc1C(=O)Nc1nc2n(n1)C(c1ccccc1)CC(=O)N2 (stereo not drawn),0,-13,0,12,2,3,0,-1,1
CCN(CC)CCCN(C(=O)Cn1nnc(-c2ccc(OC)c(OC)c2)n1)C(C(=O)NC(C)(C)C)c1ccc(F)cc1 (stereo not drawn),-6,-7,-9,11,-2,-2,-32,-5,-4
Cc1c(NC(=O)CN2CCCc3ccccc32)c(=O)n(-c2ccccc2)n1C,-6,-10,4,8,0,0,1,0,0
COc1ccc(-n2c(SCC(=O)N3CCCCC3)nc(O)cc2=O)cc1,11,-8,5,9,-1,-3,2,6,-1
COc1ccc(Cc2nc3c4c(ncn3n2)Oc2ccc3ccccc3c2C4c2ccc(OC)c(OC)c2)cc1 (stereo not drawn),-7,3,26,5,0,11,-12,-4,-1
CC(C)c1ccc(CCNC(=O)CCNC(=O)c2ccc(Br)cc2)cc1,-4,-5,-11,1,0,15,-12,-6,0
Cc1cc(C)c(C(=O)CSC2=NC(N)=C(C#N)C3(CCCCC3)C2C(N)=O)cc1C (stereo not drawn),4,16,-11,15,2,-10,-10,-10,-6
CCC(=O)Nc1ccc(NC(=S)NC(=O)c2cc3ccccc3o2)cc1,-8,6,-1,14,-1,3,-6,4,0.0*
COc1cc(-c2nnc(NC(=O)C3=COCCO3)o2)cc(OC)c1OC,3,-19,-3,6,1,2,-12,-1,-2
CSc1nnc([C@H](C)NC(=O)OC(C)(C)C)o1,-8,-1,-1,31,3,0,7,-1,0
CC(C)N(CCNC(=O)C1CCC(=O)N1Cc1ccc(F)cc1)Cc1ccccc1 (stereo not drawn),-13,-16,4,15,-2,7,-14,-5,6
Cc1ccc(S(=O)(=O)N2CCOCC2)cc1NC(=O)CN1C(=O)NC(C)(c2ccc(Cl)cc2Cl)C1=O (stereo not drawn),-2,-2,2,-8,0,10,-11,0,-3
COc1ccc2[nH]c3c(c2c1)CCN1C(=O)C(CC(=O)NC/C=C(\C)CCC=C(C)C)C[C@H](C(=O)N(C(C)C)C(C)C)[C@@]31C (stereo partly drawn),0,38,/,2,1,8,/,/,/
CC(C)(C)c1ccc(OCCC(=O)Nc2cccc(S(=O)(=O)N3CCCCC3)c2)cc1,6,3,-4,-3,-3,-3,-4,-7,-4
O=C(Cc1nn[nH]n1)Nc1cc(Cl)cc(Cl)c1,6,-14,-3,8,1,-14,-26,-32,-1
COc1ccc(NC(=O)C2=Cc3cccc(OC)c3OC2)cc1,-8,42,-1,11,0,8,1,0,0
CN(C)S(=O)(=O)c1ccc(C(=O)NCCOc2ccccc2)cc1,-5,-1,5,10,3,2,-16,1,0
COc1cc2c(cc1OC)CN(C1CCCN(Cc3cccc(C(C)=O)c3)C1)CC2 (stereo not drawn),3,-18,11,-170,-15,-2,-10,-1,2
CCCCNC(=O)CCC(=O)Nc1ccc2nc(N3CCC(C)CC3)cc(C)c2c1,-1,7,15,-395,-27,3,0,-3,-1
O=C(CS(=O)(=O)c1cn(Cc2ccc(F)cc2)c2ccccc12)N1CCOCC1,5,-6,-3,4,3,-4,0,7,-2
Cc1cc(-c2ccccc2)cc(-c2ccccc2)[n+]1C,-5,5,20,-12,1,-2,0,1,-6
Cn1c(SCC(=O)NC2CCCCC2)nnc1-c1cc2ccccc2o1,-6,13,4,17,0,6,-3,-14,-1
NC(=O)c1ccc(-n2nnnc2SCC(=O)Nc2ccccc2-c2ccccc2)cc1,2,-8,1,24,-1,-4,16,-9,-2
O=C(Nc1ccccc1N1CCOCC1)c1ccc(N2CCOCC2)c([N+](=O)[O-])c1,1,18,-17,34,4,9,3,-2,1
CCCCOc1cccc(NC(=O)CSc2nncn2C)c1,-3,-10,2,14,3,-12,-2,-11,0
O=C(c1cc(-c2ccc(Br)cc2)on1)N1CCCCCC1,4,0,8,13,1,16,-2,-13,0
COc1ccc(CCCc2nnc(SCC(=O)NN)o2)cc1,-6,-4,1,2,2,3,-1,4,3
CC(=O)Nc1ccc(N2CCOCC2)c(Cl)c1,-10,-8,-3,4,1,15,-6,-2,0
O=C(Nc1cc(C(=O)N2CCN(c3ccccc3O)CC2)ccc1Cl)c1cccs1,5,9,-5,6,3,9,-10,-11,-3

# Quoted from the listing:
# MIN6 prolif result of CCCCNC(=O)CCC(=O)Nc1ccc2nc(N3CCC(C)CC3)cc(C)c2c1 is entered as -1
# UBC13 polyUb result of COc1ccc(NC(=O)C2=Cc3cccc(OC)c3OC2)cc1 is entered as -1
# MIN6 prolif result of O=C(Cc1nn[nH]n1)Nc1cc(Cl)cc(Cl)c1 is entered as -1

# Further structures
SMILES,HKDC1 inhibitor,PfG6PD inh,UBC13 polyUb,SENP8 block-1,SENP1 inh,SENP7 block,SENP6 inh,SENP8 block-2,MIN6 prolif
COc1ccc(CN2CC(C(=O)NC3CCCCC3)CC2=O)cc1 (stereo not drawn),-3,-19,-2,4,0,-5,-16,-13,1
OC(COc1ccccc1Cl)CN1CCN(CC(O)COc2ccccc2Cl)CC1 (stereo not drawn),-3,13,17,16,3,1,-2,-8,0
CC(=O)NCC(=O)OCc1ccc([N+](=O)[O-])cc1,-7,-6,17,20,0,-8,0,-2,-1
CCCN(Cc1ccccc1)C(=S)NC(=O)c1ccccc1[N+](=O)[O-],-3,-1,-7,20,0,-13,1,-1,-3
O=C(CSc1nc2ccccc2s1)Nc1ccc2c(c1)oc1ccccc12,-2,-15,3,-19,-5,-2,4,2,-1
O=C(N/C(=C\c1ccco1)C(=O)N1CCCC1)c1ccccc1,-6,-13,-2,-1,0,0,-30,1,-1
COc1ccccc1NC(=O)c1ccccc1S(=O)(=O)c1ccc([N+](=O)[O-])cc1,-5,14,-6,10,1,-3,-12,1,7
COc1ccc(CNC(=O)CN(C)Cc2ccccc2F)cc1OC,-4,-4,-9,3,2,14,-5,6,0
CCS(=O)(=O)N1CCCC(C(=O)NCCc2ccc(OC)c(OC)c2)C1 (stereo not drawn),-5,-6,0,12,-1,4,-11,-4,-3
Cc1cc(/C=C(/C#N)C(=O)Nc2ccc(Cl)cc2)c(C)n1-c1cccnc1,0,-7,-10,-143,-44,-10,-7,-8,0
Cc1ccc2c(c1)[C@H]1[C@H](CO2)[C@H](c2ccccc2)[C@]2(C)C(=O)N(Cc3ccccc3)CC(=O)N12,0,14,-7,13,1,7,4,-5,-5
C=CCOc1ccc(/C=C/C(=O)OCc2csc(CC(=O)Nc3ccccc3C)n2)cc1,-8,-1,-13,-30,-1,-1,-15,-14,-1
COc1ccccc1NC(=O)C(CC=C(Cl)Cl)C(C)=O (stereo not drawn),1,9,8,5,-3,-5,-8,-3,1
NC(=O)c1ccc(NC(=O)Cc2cccs2)cc1,-6,2,-9,-9,-16,5,-4,3,-1
COc1ccc(C(=O)Nc2c(N)nc(SCC(=O)N3CCC(C)CC3)[nH]c2=O)cc1,-6,-25,-1,12,1,-3,-4,2,-1
C=CCNC(=O)c1ccccc1NC(=O)Cc1ccccc1[N+](=O)[O-],16,5,2,17,1,-5,-12,-6,0
CCOC(=O)c1ccc(N2CCOCC2)c(NS(=O)(=O)c2ccc(F)cc2)c1,4,-15,1,-19,1,4,1,-2,6
CCc1ccc(C2=NN(C(C)=O)C(c3ccco3)C2)cc1 (stereo not drawn),3,-13,-1,-1,2,81*,82*,83*,-2
CCC(=O)c1cn(CC(=O)Nc2ccccc2)c2ccccc12,-7,-4,-1,5,4,-7,-25,-4,0
CCn1nc(C(=O)Nc2nc(-c3ccccn3)cs2)c2ccccc2c1=O,7,-3,-1,7,-3,4,-1,4,-5
COc1ccccc1[C@@H]1C(c2ccc(F)cc2)=NN(c2ccccc2)[C@H]1C(=O)N1CCOC1=O,4,20,23,-487,-45,-2,2,3,-5
O=C(Nc1cnc2sccn2c1=O)c1ccc(Cl)cc1Cl,-7,-5,-2,-23,-1,56*,29,-9,-3
Cc1nc2c(=O)n(C)c(=O)[nH]c2n1Cc1ccccc1,-7,11,7,-130,-17,0,9,-1,-1
CCN(CCNC(=O)c1ccc(C#N)cc1)c1cccc(C)c1,-10,14,-1,6,1,2,0,0,2
CCOC(=O)c1ccc[n+](CC(=O)c2ccc(NC(=O)c3ccccc3)cc2)c1,2,-13,-2,17,0,-2,5,6,-3
O=C(OCC(=O)N1CCc2ccccc21)c1ccc([N+](=O)[O-])cc1,-6,-3,-4,9,1,-8,6,-12,5
CCc1ccc(N(C(C)=O)C2C=CS(=O)(=O)C2)cc1 (stereo not drawn),-5,-14,-2,14,1,11,12,5,0
COc1ccc(CCN2CC(C(=O)NCCN3CCOC3=O)CCC2=O)cc1 (stereo not drawn),-3,-4,4,2,2,4,13,-1,-2
C=CCn1c(Oc2cc(C)ccc2C)nc2c1c(=O)n(C)c(=O)n2C,-13,2,4,17,1,-2,-3,-2,0
CCN(CC)S(=O)(=O)c1cccc(C(=O)NC(C(=O)NC2=NCCS2)C(C)C)c1 (stereo not drawn),-8,4,0,13,1,14,2,0,-2
COc1ccc(-c2noc(N3CCC(C(=O)NCc4ccc(F)cc4)CC3)n2)cc1,11,-17,4,8,1,-1,-14,-2,2

# Source: PubChem BioAssay
